# NPSR antagonist: antagonists of human neuropeptide S receptor cAMP signaling. Q6W5P4. CHO-NPSR cells, cAMP TR-FRET, antagonist mode. Potency, µM (highest dose often 38.3 µM), without a hit: at the top dose activity change, negative = inhibition, most hits filed as inhibitors. 1% of 220,000 active; note: potency is the fitted concentration of half-maximal effect; % is set by controls: 0 for no effect and ±100 for the full control effect; nearly all actives have a fitted effect of over 50% in size; many of its hits are not listed in these tables
# GLA spleen mod: inhibitors or activators of human alpha-galactosidase in spleen homogenate. 0.008% of 240,000 active. AID 2107. human spleen homogenate, 4MU-alpha-Gal fluorescence, 40 min. Potency, µM (titrated, usually from 80 µM), without a hit: at the top dose activity change, negative = inhibition, hits mostly inhibitors;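 note: potency is the fitted concentration of half-maximal effect; 0% = enzyme with vehicle and -100% = no enzyme basal signal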
# Target sequence (P06280 32-429 limits assumed): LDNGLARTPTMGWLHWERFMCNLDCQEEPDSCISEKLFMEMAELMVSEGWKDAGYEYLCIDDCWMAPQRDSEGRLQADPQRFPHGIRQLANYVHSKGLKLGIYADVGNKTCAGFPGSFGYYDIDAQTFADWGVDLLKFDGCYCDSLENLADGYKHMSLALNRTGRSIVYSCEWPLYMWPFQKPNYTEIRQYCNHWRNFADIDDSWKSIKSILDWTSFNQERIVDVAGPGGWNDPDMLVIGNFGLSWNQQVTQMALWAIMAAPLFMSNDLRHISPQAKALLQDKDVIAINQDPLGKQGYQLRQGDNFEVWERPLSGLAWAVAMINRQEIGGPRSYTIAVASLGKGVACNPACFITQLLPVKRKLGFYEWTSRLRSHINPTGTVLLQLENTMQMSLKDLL
#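 Spleen homogenate 1 ug + cpd (titration) + 4-MU-alpha-D-galactopyranoside 1 mM; 37C 40 min; 50 mM citrate/phosphate pH 5.0, 0.01% Tween-20; stop pH 10; fluorescence 365/440; AC50 via Hill.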
# TRb SRC2 PPI: inhibitors of human thyroid hormone receptor beta-SRC2 interaction; P10828; TRbeta-SRC2 peptide binding, fluorescence polarization; receptor liganded with 1 µM T3; Potency, µM (doses to about 106 µM), for inactives: top-dose activity change, negative = inhibition, actives largely listed as inhibitors; 0.065% of 280,000 active;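 note: potency is the fitted concentration of half-maximal effect; plate controls were bound peptide for no effect and peptide without receptor for full effect; nearly all actives have a fitted effect of over 50% in size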
# Target sequence (P10828 whole entry, looked up): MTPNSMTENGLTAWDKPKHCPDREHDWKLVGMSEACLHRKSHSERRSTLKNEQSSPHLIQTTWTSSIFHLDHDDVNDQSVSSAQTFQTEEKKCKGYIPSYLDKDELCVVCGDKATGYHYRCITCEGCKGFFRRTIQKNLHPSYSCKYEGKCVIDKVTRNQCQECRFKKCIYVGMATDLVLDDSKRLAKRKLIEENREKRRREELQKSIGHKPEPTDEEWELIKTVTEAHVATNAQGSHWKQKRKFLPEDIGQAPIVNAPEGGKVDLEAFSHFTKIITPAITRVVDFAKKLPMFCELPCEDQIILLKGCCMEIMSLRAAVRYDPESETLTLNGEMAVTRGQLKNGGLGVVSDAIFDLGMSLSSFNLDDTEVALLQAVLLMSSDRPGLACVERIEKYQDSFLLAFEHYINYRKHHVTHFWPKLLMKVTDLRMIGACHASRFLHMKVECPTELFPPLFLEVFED
#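 A fluorescence polarization screen tested compounds at multiple concentrations against complex formation between 0.6 uM TRb ligand-binding domain and 20 nM Texas Red SRC2 peptide, with 1 uM T3 present; readout after 5 hr.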
# Tau fluor counter: counter-screen for tau fibril formation inhibitors | tau K18 P301L Alexa594 fluorescence, heparin fibrillization | Potency, µM (series often up to 57.7 µM), for the others: top-dose activity change, negative = decrease | 0.93% of 280,000 active | AID 1463; note: potency is the fitted concentration of half-maximal effect; % is set by controls: 0 for no effect and ±100 for the full control effect; nearly all actives have a fitted effect of over 55% in size
#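 Human tau K18 P301L (15 uM unlabeled, 0.24 uM Alexa 594-labeled) in 100 mM sodium acetate pH 7 with 20 uM heparin, 6 hr at 37 C. ThT 30 uM added, 1 hr ambient; Alexa 594 FP and total fluorescence read at 555/632 nm.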
# Epigenetic reg: epigenetic control regulation, reporter derepression. murine LDR cells, GFP reporter derepression, 30 h. Potency, µM (titrated, usually from 53.9 µM), inactives show at the highest dose GFP activation, actives largely listed as activators. 0.2% of 280,000 active. AID 1865; note: potency is the fitted concentration of half-maximal effect; % of control where 0% means no effect; nearly all actives have a fitted effect of over 60% in size
#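 GFP-positive cell count by laser-scanning cytometry (objects 20–120 um) after 30 h, 37 C compound exposure of murine LDR cells; reporter is CMV-GFP integrated at a silenced locus, inducible by HDAC or DNMT inhibitors.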
# CBFb-RUNX1 inh: inhibitors of human CBF-beta and RUNX1 interaction | Potency, µM (highest dose often 59.8 µM), inactives show at the top dose activity, negative = inhibition, usual class: inhibitors | 230,000 tested, under 10 active | AlphaScreen CBFb-His/RUNX1-biotin binding, biochemical; note: % of control where 0% means no effect
#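 Room-temperature protein-protein interaction test with 30 nM each of His-tagged CBF-beta and biotinylated RUNX1, 15 min with compound, then 90 min with nickel plus streptavidin beads. Signal read in AlphaScreen mode.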
# Tau fibril FP: tau fibrillization inhibition (FP) | P10636 | K18 P301L tau heparin fibrillization, Alexa594 FP, 6 h | Potency, µM (top dose mostly 57.7 µM), without a hit: at the top dose activity, negative = inhibition, hits mostly inhibitors | 0.39% of 280,000 active | AID 1468; note: potency is the fitted concentration of half-maximal effect; % is set by controls: 0 for no effect and ±100 for the full control effect; nearly all actives have a fitted effect of over 55% in size
# Target sequence (P10636 561-689 P618L limits assumed): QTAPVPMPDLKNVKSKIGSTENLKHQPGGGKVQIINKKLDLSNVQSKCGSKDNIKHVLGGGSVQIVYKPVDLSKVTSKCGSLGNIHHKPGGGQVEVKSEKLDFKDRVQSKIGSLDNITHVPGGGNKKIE
#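 Recombinant K18 P301L […], labeled with Alexa 594 at 0.24 uM over 15 uM unlabeled; heparin inducer 20 uM final; 37 C, 6 hr; FP endpoint.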
# TR SRC2 fluor cs: counter-screen for TRb-SRC2 inhibitors: fluorescence interference. TRb/SRC2 Texas Red total fluorescence interference. Potency, µM (doses to about 106 µM), for inactives: at the top dose fluorescence change, negative = quenching. 0.29% of 280,000 active. AID 1479; active = well fitted curve in either direction with a large enough effect; inconclusive = small, poorly fitted or top-dose-only effect; note: potency is the fitted concentration of half-maximal effect; % is set by controls: 0 for no effect and ±100 for the full control effect
#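 Flags fluorescent or light-absorbing compounds by total fluorescence, S + 2P, at 555 nm excitation and 632 nm emission. Mixture: 20 nM Texas Red SRC2 peptide, 0.6 uM human TRb LBD, 1 uM T3, 5% DMSO; compound exposure 5 h at ambient temperature.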
# Active calls of the source: *; ? = inconclusive; nt = not tested or not shown; [ ] = another dose, or the depositor's remark. Unless noted, calls come from the whole dose curve; as a rule, active = well fitted curve in the direction sought with a large enough effect; inconclusive = small, poorly fitted or top-dose-only effect, or another doubt; inactive = no such curve, though single readings can be large; an effect the other way counts as inactive or inconclusive.
SMILES,NPSR antagonist,GLA spleen mod,TRb SRC2 PPI,Tau fluor counter,Epigenetic reg,CBFb-RUNX1 inh,Tau fibril FP,TR SRC2 fluor cs
Cc1ccc(-c2nnc(NC(=O)c3ccc4c(c3)OCCO4)o2)c(C)c1,nt,nt,1%,-10%,-3.7%,nt,11%,0%
O=C(O)/C=C/C(=O)NCCC(c1ccccc1)c1ccccc1,-6%,-3%,1%,-9%,-1.7%,7%,-6%,-1%
CCOc1cc(/C=C2/SC(=S)NC2=O)ccc1OC(=O)c1ccco1,-40%,-12%,8%,-22%,-0.7%,-19%,?,-12%
COc1ccc(N2CCN(C(CNC(=O)C(=O)NCCC3=CCCCC3)c3ccco3)CC2)cc1 (stereo not given),-34%,0%,5%,-20%,-0.9%,0%,6%,1%
COc1cc(C2C(C#N)=C(N)Oc3cc(C)n(CCN4CCOCC4)c(=O)c32)cc(OC)c1OC (stereo not given),2%[46.1 µM],-6%,-4%,-8%,1.1%,5%,-9%,0%
COc1ccc(S(=O)(=O)N(CCO)c2ccccc2CN(C)C/C=C/c2ccc(Cl)cc2)cc1,nt,7%,2%,-14%,1.1%,4%,4%,0%
N#CCCn1cc(/C=N/NC(N)=S)c(-c2ccc(-c3ccccc3)cc2)n1,-28%,14%,0%,?,?,-10%,-10%,-2%
CCOc1ccccc1NC(=O)CN1C(=O)COc2ccc(S(=O)(=O)NC3CCCC3)cc21,nt,nt,-4%,-6%,-1.2%,nt,8%,?
CC(C)(C)NC(=O)CN(C(=O)Cn1nnc(-c2ccc(Cl)cc2)n1)C1CCN(Cc2ccccc2)CC1,-13%,22%,-24%,-17%,-1.0%,7%,2%,-2%
CCN1CCN(c2ncnc3c2cnn3-c2ccc(C)cc2C)CC1,-1%,7%,-1%,-5%,1.0%,10%,2%,-2%
O=c1cc(-c2ccc(O)cc2)oc2c(O)c(O)c(O)c(O)c12,-18%,-1%,-9%,?,2.1%,nt,?,-5%
CC/C(=N\NC(=O)C1CC1)c1cccc(Cl)c1,19%,4%,-2%,7%,-1.6%,5%,0%,1%
O=C(Cn1c(-c2ccc(Cl)cc2)noc1=O)N1CCN(c2ccccc2F)CC1,-8%[46.1 µM],-6%,1%,-13%,-9.7%,-2%,1%,0%
COc1ccc(-n2c(Cc3cccn3C)nnc2SCC(=O)Nc2ccc3c(c2)OCO3)cc1,1%,-4%,1%,-25%,1.0%,?,2%,-2%
CC(C)NC(=O)C1CCCN(S(=O)(=O)c2ccc3c(ccn3C)c2)C1 (stereo not given),nt,nt,-1%,6%,-1.7%,nt,-3%,2%
Cc1ccc(S(=O)(=O)CC(c2ccccc2)N2CCCCC2)cc1 (stereo not given),-7%,-4%,-3%,5%,-6.4%,6%,-5%,-2%
COc1ccc(S(=O)(=O)c2ccc(O)cc2)cc1,-6%[46.1 µM],12%,1%,-8%,-4.4%,2%,0%,-1%
COc1ccc(CNC(=O)COC(=O)/C=C/c2ccco2)cc1,5%,4%,-2%,0%,4.9%,-22%,7%,-3%
Cc1[nH]c2ccc(F)cc2c1CCN(Cc1ccncc1)C(=S)Nc1cccc(F)c1,-43%,-4%,8%,?,6.8%,-15%,0%,-1%
CCCCN(C(=S)Nc1cccc(SC)c1)C1CCN(C(C)=O)CC1,-7%,4%,-1%,-18%,0.0%,-10%,-2%,0%
C=CC[C@@H]1C=C[C@H](O/N=C(\C)CCN2CCCc3nc(C)c(C)cc32)[C@H](CO)O1,nt,2%[17.5 µM],0%[11.2 µM],3%[11.6 µM],1.1%[10.1 µM],8%[13.1 µM],6%[11.6 µM],-3%[11.2 µM]
CC(C)N(C(=O)COc1ccc(Br)cc1Cl)C(C)C,-7%[46.1 µM],-1%,1%,-14%,-0.9%,12%,-7%,5%
COc1cc(NC(=O)CN(c2ccc(C)cc2)S(=O)(=O)c2c(C)nn(C)c2C)cc(OC)c1,-19%[46.1 µM],?,-5%,-25%,-3.5%,-2%,-1%,-1%
O=c1cc(-c2ccccc2O)oc2ccc3ccccc3c12,nt,15%,-5%,-21%,2.6%,-7%[21.7 µM],?,0%
CCOc1ccc(/C=N/NC(=O)C(C)N(c2ccc(OC)cc2)S(C)(=O)=O)cc1 (stereo not given),-10%[46.1 µM],-6%,-2%,-17%,0.1%,0%,-13%,-6%
CCOC(=O)c1ccc(NC(=O)c2c(NCc3ccc(OC)c(OC)c3OC)sc3c2CCC(C)C3)cc1 (stereo not given),nt,nt,3%,-27%,-1.1%,nt,-5%,-3%
Clc1ccc(NCc2nnc3n2CCCCC3)cc1,4%[46.1 µM],-7%,-14%,-8%,-1.0%,-7%,-2%,1%
Cc1ccc(S(=O)(=O)NCC(=O)OCC(=O)NC(=O)NC2CCCC2)cc1,3%,0%,0%,-6%,11%,12%,-2%,-1%
CCCCNC(=O)CSc1nc2cc(OC)c(OC)cc2c(=O)n1Cc1ccc(OC)cc1,-1%[46.1 µM],-5%,-2%,-9%,5.5%,3%,-6%,-9%
CC(CCC(=O)O)C1CCC2C3C(=O)CC4CC(=O)CC[C@@]4(C)C3CC(=O)[C@]12C (stereo not given in full),nt,7%,5%,-1%,-0.3%,14%,6%,-2%

# The last 4 entries of the section before come first, to join the parts:
SMILES,NPSR antagonist,GLA spleen mod,TRb SRC2 PPI,Tau fluor counter,Epigenetic reg,CBFb-RUNX1 inh,Tau fibril FP,TR SRC2 fluor cs
Clc1ccc(NCc2nnc3n2CCCCC3)cc1,4%[46.1 µM],-7%,-14%,-8%,-1.0%,-7%,-2%,1%
Cc1ccc(S(=O)(=O)NCC(=O)OCC(=O)NC(=O)NC2CCCC2)cc1,3%,0%,0%,-6%,11%,12%,-2%,-1%
CCCCNC(=O)CSc1nc2cc(OC)c(OC)cc2c(=O)n1Cc1ccc(OC)cc1,-1%[46.1 µM],-5%,-2%,-9%,5.5%,3%,-6%,-9%
CC(CCC(=O)O)C1CCC2C3C(=O)CC4CC(=O)CC[C@@]4(C)C3CC(=O)[C@]12C (stereo not given in full),nt,7%,5%,-1%,-0.3%,14%,6%,-2%
Cc1cc(C)cc(-n2c(O)c(C=NC3CCS(=O)(=O)C3)c3ccccc3c2=O)c1 (stereo not given),-14%[46.1 µM],7%,-6%,-2%,0.0%,0%,7%,-2%
O=C(CSc1nnc(C2COc3ccccc3O2)o1)N1CCOCC1 (stereo not given),5%[46.1 µM],14%,-3%,1%,2.2%,1%,-2%,-4%
O=C(Nc1ccc2c(c1)OCO2)c1ccc(NC2CC2)c([N+](=O)[O-])c1,-12%,0%,5%,2%,-0.9%,-4%,1%,9%
O=C(NCc1cccc(Br)c1)c1ccc(NC(=O)N2CCCCc3ccccc32)cc1,nt,nt,0%,-11%,-1.3%,nt,-6%,?
CCc1ccc(Nc2cc(C(=O)NCCCN3CCOCC3)c3ccccc3n2)cc1,9%[46.1 µM],8%,-5%,16µM*[quencher],-1.0%,3%,?,-2%
CN(C)C(=O)c1cc(S(=O)(=O)N(C)C)c(Cl)cc1N1CCCC1,-4%[46.1 µM],-7%,-2%,6%,2.5%,4%,5%,4%
CCCC1CCC(c2nc(-c3cccnc3)no2)CC1 (stereo not given),-5%[46.1 µM],1%,-4%,-10%,-1.0%,-4%,-2%,-12%
NS(=O)(=O)c1ccc(NC(=S)NC2CC2)cc1,-2%,-2%,-1%,15%,0.0%,-3%,3%,0%
C/C(=N\N=C(N)N)c1cc(Cl)ccc1Cl,11%,-3%,3%,3%,8.5%,1%,0%,1%
COCC(=O)Nc1ccc([N+](=O)[O-])cc1OC,9%,-7%,-5%[53 µM],11%,0.0%,1%,5%,0%[53 µM]
CCOC(=O)c1cncc(O)c1,54%,5%,-4%,-4%,0.1%,5%,-5%,0%
CCOC(=O)c1cnn2c(C)cc(-c3ccc(F)cc3)nc12,-1%[46.1 µM],4%,-2%,-8%,-0.4%,1%,-9%,-1%
O=C(Nc1ccc2c(c1)OCO2)c1cc(-c2ccncc2)nc2ccccc12,-20%,3%,0%,?,1.1%,-13%,0%,-3%
CCOc1ccccc1OCCCOc1ccc(C)cc1Br,-3%[46.1 µM],0%,-9%,-14%,-1.2%,?,-9%,0%
O=C(CSCCc1ccccn1)Nc1cccnc1,4%[46.1 µM],-8%,-20%,-5%,-0.9%,12%,1%,1%
COC(=O)c1cc2sc(C)cc2n1Cc1nc(-c2cccc(Br)c2)oc1C,nt,nt,0%,-13%,0.0%,nt,-11%,2%
Cn1c(NC(=O)c2cc(Br)ccc2Cl)cc(=O)n(C)c1=O,-19%[46.1 µM],-8%,-2%,-9%,-1.9%,1%,4%,-1%
O=C(NCc1ccncc1)C(=O)Nc1ccc2c(c1)OCO2,6%,0%,-4%,2%,-1.1%,4%,2%,1%
O=C(CSc1nnc(-c2ccncc2)o1)NCc1ccccc1Cl,4%,4%,1%,6%,1.1%,2%,3%,0%
S=C(NCc1ccco1)Nc1ccc(Cl)c(Cl)c1,0%[46.1 µM],-3%,-4%,?,5.7%,-2%,?,1%
CCc1nc2cc(C)nn2c2nc3ccccc3n12,-7%[46.1 µM],4%,-4%,4%,0.0%,2%,-2%,-1%
CC(=O)Nc1ccc(-c2csc(Nc3ccc(Cl)cn3)n2)cc1,-7%,-11%,4%,?,1.1%,-12%,-3%,0%
CSC1=C(C#N)C(c2ccccc2C)C(C#N)=C(N)N1 (stereo not given),-7%[46.1 µM],-3%,-1%,-22%,1.9%,-4%,8%,0%
CC(=O)Nc1ccc(OCCOc2ccc(/C=C3/C(=N)N4C=CSC4=NC3=O)cc2)cc1,-12%,1%,-4%,-28%,4.2%,-21%,?,-5%
COC(C[C@H](O)[C@H](C)[C@H](O)COCc1ccccc1)OC,11%,7%,2%,21%,0.0%,8%,6%,1%
C/C(Cn1cnc([N+](=O)[O-])n1)=N/NC(=O)COc1ccccc1Cl,14%,-9%,-2%,-9%,-3.2%,10%,4%,0%

# Bioassay records deposited in PubChem by National Center for Advancing Translational Sciences (NCATS).

# These rows are one share of the data (hit frequency here may not be typical).
